# Bioassay records as filed in PubChem.
# ABCB6 inh 2: human ABCB6 transporter inhibition | Q9NP58 | K562-ABCB6 porphyrin accumulation, flow cytometry, 1 h; hits give low values | fluorescence ratio to DMSO, % at 10 µM | actives 0.19% (n = 360,000) | AID 602162;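 active = fluorescence ratio to DMSO below 75%, the collection mean minus 3 SD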;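 note: signal is porphyrin accumulated inside mitochondria; 100% equals median channel fluorescence of DMSO control wells; lower ratio means ABCB6 inhibition with less porphyrin fluorescence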
# ABHD5 PLIN5 PPI: inhibitors of human ABHD5-perilipin-5 interaction | Q00G26+Q8WTS1 | Split G. princeps luciferase complementation, luminescence, 4 h | inhibition, % at 4 µM | actives 0.78% (n = 360,000);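 active = inhibition above the mean inhibition across every tested compound plus 3 SD, cut at about 22% in these data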;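 note: 0% = DMSO only wells and the 100% control is not disclosed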
# MC4R barr agon: agonists of human melanocortin 4 receptor (MC4R) beta-arrestin; P32245; U2OS MC4R beta-arrestin complementation, luminescence; percent of melanotan II response, DMSO zero; activation, % at 8.9 µM; actives 0.98% (n = 360,000);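 active = activation above a per-plate cutoff, the mean activation of sample wells on that plate plus 3 SD, cut at about 8% in these data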
# MC4R antag cAMP: human MC4R antagonism in cAMP assay; MC4R-expressing cells, MTII-stimulated cAMP, LANCE TR-FRET; AID 540295; actives 0.48% (n = 360,000); P32245; inhibition, % at 6.5 µM;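 active = inhibition above its plate's cutoff, the mean of tested wells on that plate plus 3 SD, cut at about 29% in these data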;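 note: 0% = Melanotan II alone and 100% = Melanotan II plus saturating MCL0020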
#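 Assay system: U2OS cells stably expressing human melanocortin 4 receptor (MC4R) / Dosing: 6.5 µM / Timing: compound 30 min, challenge 1 h, detection 1 h / Measured by: Eu-cAMP/anti-cAMP TR-FRET, emission 671 nm / Replicates: singlicate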
# TLR9-MyD88 inh: TLR9-MyD88 interaction inhibition | Q9NR96+Q99836 | CHO BLA complementation TLR9-MyD88, CCF4 FRET ratio | inhibition, % at 4.98 µM | actives 0.21% (n = 340,000) | AID 504734;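 active = inhibition above the mean over all tested compounds plus 3 SD, cut at about 21% in these data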;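 note: 0% = DMSO only wells and 100% = clavulanate BLA inhibitor control wells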
# Cardio protect: modulators protecting cardiomyocytes from myocardial damage; protection from H2O2 cell death, % at 20 µM; actives 0.63% (n = 360,000); H9c2 cardiomyocytes, H2O2 injury protection, ATPLite, 2 h;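 active = compounds giving at least 50% protection of heart cells from peroxide-induced death in the single-dose screen, raw or plate-pattern-corrected value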;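 note: 0% = DMSO wells with peroxide and 100% = DMSO wells without peroxide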
# NOD2 RIPK2 PPI: NOD2-RIPK2 protein interaction inhibition; O43353; CHO BLA complementation NOD2-RIPK2, CCF4 ratio; inhibition, % at 4.98 µM; actives 0.38% (n = 360,000); AID 624267; in the data active = inhibition above about 21%;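 note: 0% = vehicle only and 100% = reference blocker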
# Target sequence (O43353 whole entry, looked up): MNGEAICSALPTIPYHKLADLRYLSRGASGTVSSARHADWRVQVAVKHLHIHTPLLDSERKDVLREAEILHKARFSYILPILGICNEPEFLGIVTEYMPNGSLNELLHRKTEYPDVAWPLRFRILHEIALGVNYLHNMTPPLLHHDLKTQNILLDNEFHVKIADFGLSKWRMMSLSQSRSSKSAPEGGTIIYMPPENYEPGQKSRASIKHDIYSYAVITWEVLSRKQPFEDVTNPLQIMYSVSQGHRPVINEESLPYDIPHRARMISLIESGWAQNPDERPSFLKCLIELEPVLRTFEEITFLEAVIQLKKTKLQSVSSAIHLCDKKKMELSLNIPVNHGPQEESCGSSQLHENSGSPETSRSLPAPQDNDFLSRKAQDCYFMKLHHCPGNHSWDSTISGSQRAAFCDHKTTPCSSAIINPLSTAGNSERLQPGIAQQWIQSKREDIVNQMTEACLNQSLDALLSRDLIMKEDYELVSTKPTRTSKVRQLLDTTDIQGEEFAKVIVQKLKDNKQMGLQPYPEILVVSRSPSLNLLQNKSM
# m5-HT2A agonist: agonists of mouse serotonin 5-HT2A receptor (HTR2A); CHO-K1 mHTR2A beta-arrestin complementation, luminescence; percent of 30 µM serotonin response; activation, % at 7.6 µM; actives 0.66% (n = 360,000); AID 624169;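 active = activation above a run cutoff, the mean activation of all tested compounds plus 3 SD, cut at about 14% in these data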;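 note: 0% = plate median of compound wells and 100% = 30 µM serotonin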
# Target sequence (P35363 whole entry, looked up): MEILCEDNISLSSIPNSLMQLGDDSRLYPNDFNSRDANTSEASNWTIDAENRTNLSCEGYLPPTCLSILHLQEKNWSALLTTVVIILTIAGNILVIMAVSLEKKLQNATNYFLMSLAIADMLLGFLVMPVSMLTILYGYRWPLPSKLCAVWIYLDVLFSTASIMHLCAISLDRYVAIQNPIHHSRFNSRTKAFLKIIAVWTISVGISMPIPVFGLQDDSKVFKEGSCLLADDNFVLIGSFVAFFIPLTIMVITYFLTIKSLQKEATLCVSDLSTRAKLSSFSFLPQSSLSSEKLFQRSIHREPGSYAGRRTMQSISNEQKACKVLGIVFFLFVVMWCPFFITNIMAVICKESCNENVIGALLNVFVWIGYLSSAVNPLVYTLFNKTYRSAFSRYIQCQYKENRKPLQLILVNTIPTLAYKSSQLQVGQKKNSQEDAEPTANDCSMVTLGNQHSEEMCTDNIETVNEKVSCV
# Glyco luc inh: N-linked glycosylation inhibition | D54 ERlucT glycosylation luciferase reporter, 24 h; percent of 100 nM tunicamycin response | reporter increase, % at 12.5 µM | actives 0.23% (n = 360,000) | AID 588692;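 active = mean luciferase reporter signal, scaled so untreated is 0 and the glycosylation-blocking control 100, at or above a set limit in every replicate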;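 note: luciferase carries N-glycosylation sites so blocking glycosylation raises the light; 0% = median of neutral control wells and 100% = median of 100 nM tunicamycin wells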
# SRC2 inh: inhibits human steroid receptor coactivator 2. inhibition, % at 9 µM. actives 0.17% (n = 370,000). Q15596. AID 651957. HEK293 GAL4-SRC2 luciferase reporter, luminescence;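 active = inhibition above the mean inhibition of all tested compounds plus 3 SD, set per campaign, cut at about 52% in these data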;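 note: 0% = DMSO treated cells and 100% = cells given Gossypol at 36 µM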
# Numbers without * were called inactive; nt = not tested or not shown. Only part of the results is shown; rates above refer to the full screens.
item	molecule	MC4R barr agon	Glyco luc inh	ABCB6 inh 2	TLR9-MyD88 inh	MC4R antag cAMP	NOD2 RIPK2 PPI	Cardio protect	SRC2 inh	ABHD5 PLIN5 PPI	m5-HT2A agonist
1	COc1cc(C(=O)NC2=C(C#N)CCC2)cc(OC)c1OC	0.2	-0.1	98.0	-0.8	-3.0	-7.3	-1.6	-38.7	-3.2	0.7
2	Cc1ccc(C(=O)Nc2ccc3c(c2)CCC3)cc1S(=O)(=O)N1CCOCC1	-2.1	-1.7	98.0	-6.1	8.6	-7.9	-6.4	-33.8	-0.6	-4.8
3	COc1ccc(CCNS(=O)(=O)CCNC(=O)c2ccc(OC)cc2)cc1	-2.8	-0.6	99.0	-4.2	-1.0	-1.2	-0.3	-28.9	1.1	1.6
4	CC(C)CCn1cnc2c(c1=O)c1nc3ccccc3nc1n2Cc1ccc2c(c1)OCO2	1.6	0.5	95.0	-3.7	1.5	-13.1	-5.7	-20.2	10.7	2.6
5	CSc1nsc(SC)c1CO	-1.8	-2.2	94.0	0.2	-3.9	-6.0	1.6	17.0	-3.0	-1.3
6	COc1ccc(/C=N/S(=O)(=O)c2ccc(C)cc2)cc1	-1.0	1.3	93.0	0.2	2.9	-12.8	6.1	-24.9	0.2	-0.2
7	CN(c1ccccc1)S(=O)(=O)c1ccc(NC(=O)c2ccccc2)cc1	-2.4	-0.9	94.0	9.7	-0.4	2.0	-0.1	22.7	-3.5	-1.4
8	Cc1cccc(NS(=O)(=O)c2ccccc2)n1	-0.7	4.0	99.0	-9.0	-2.8	-6.2	-0.6	-8.0	-5.0	5.6
9	Nc1cc(=O)[nH]c(SCC(=O)Nc2cc(Cl)ccc2Cl)n1	-0.1	2.5	96.0	2.8	3.3	-3.9	1.4	6.0	1.8	1.2
10	CCn1cc(C(=O)NCc2cccc(C(F)(F)F)c2)c(=O)c2ccc(C)nc21	13.6*	0.4	89.0	0.5	2.7	2.5	-4.1	14.7	3.9	0.6
11	Cc1cc(C)c(/C=N/NC(=O)c2nnn(-c3nonc3N)c2COc2ccc(F)cc2)c(C)c1	-0.2	-0.6	100.0	nt	1.3	5.6	-1.5	6.3	-1.9	-1.2
12	Cc1cc(C)cc(NC(=O)CSc2nncn2-c2ccccn2)c1	-3.4	0.9	98.0	9.1	0.8	-10.0	6.3	-2.0	-1.4	2.2
13	CCN1C(=O)/C(=C2\SC(N3CCCCC3)=NC2=O)c2ccccc21	-0.8	5.7	90.0	7.0	-8.4	-3.0	-7.2	-45.0	-2.5	-2.2
14	COC(=O)c1ccccc1NCc1cc(=O)oc2cc(O)c(O)cc12	-3.9	-0.8	109.0	5.0	17.0	4.9	67.2*	3.2	-3.0	4.6
15	O=C(Nc1cccc(Cl)c1)c1ccc(=O)[nH]n1	1.2	-2.0	106.0	-1.4	14.0	4.2	4.6	-34.9	4.9	-0.4
16	CCOC(=O)[C@H]1[C@H]2COc3ccccc3[C@@H]2N2C(=O)CN(Cc3ccc(C)cc3)C(=O)[C@@]12C	-1.7	1.2	99.0	4.5	4.4	-2.3	8.8	-12.1	11.9	6.9
17	CS(=O)(=O)Oc1ccc(/C=N/NC(=O)c2ccncc2)cc1	-0.7	2.9	107.0	-1.8	4.3	5.0	3.1	3.2	-2.2	-2.0
18	CCN(CC)C(=O)[C@H]1CC(CC(=O)NCCN2CCOCC2)C(=O)N2CCc3c([nH]c4ccc(OC)cc34)[C@]12C (some centres undefined)	-3.3	3.7	98.0	-3.0	7.3	-3.8	10.4	-30.0	2.9	-2.0
19	CC(=O)c1cc2cccc(OC3(C)CCN(Cc4ccc5ccccc5c4)C3)c2o1 (centres undefined)	0.0	-0.7	95.0	nt	-1.9	2.5	-5.2	-11.6	9.0	5.4
20	CCCCCn1nnnc1-c1nc2cc3ccccc3cc2[nH]c1=O	nt	nt	109.0	nt	nt	-13.6	nt	-25.3	-5.0	4.7
21	Cc1[nH]c2ccccc2c1SCC(=O)N1CCCCCC1	-4.7	-0.9	93.0	-9.4	13.0	-1.2	-11.5	3.7	-1.6	4.9
22	CC(=O)c1ccc(N/N=C(/C(N)=O)C2=NC(C)(C)Cc3ccccc32)cc1	-3.8	-13.1	91.0	0.8	11.4	12.1	-0.8	12.9	0.5	-3.3
23	Cc1ccc(S(=O)(=O)CCC(=O)N(Cc2nnc(-c3ccc(Cl)cc3)o2)C2CC2)cc1	0.0	1.7	94.0	-3.1	1.6	1.4	-7.6	4.1	-4.6	1.8
24	O=C(COc1ccccc1)n1nc(-c2ccc(Cl)cc2)nc1NCc1ccco1	0.0	15.7	98.0	-1.5	-13.7	13.0	-8.2	-18.9	-1.4	-2.7
25	COc1ccccc1CNC(=O)N1CCN(S(=O)(=O)c2ccc(Cl)cc2)CC1	-2.5	0.0	96.0	-0.3	5.6	2.7	-0.5	-4.1	-2.5	9.8
26	CCn1cc(C(=O)NCCCN(CC(C)C)CC(C)C)c(=O)c2cc(S(=O)(=O)N3CCOCC3)ccc21	-2.9	2.3	99.0	-19.1	7.8	0.4	4.0	13.8	1.0	9.2
27	CN(C)C=NC(=O)/C(C#N)=C1\CCc2ccccc2N1	0.1	13.1	103.0	-2.3	-0.8	-1.7	0.0	-28.7	14.3	3.7
28	O=C(NCCNC(=O)c1cc(OCC(F)(F)F)ccc1OCC(F)(F)F)Nc1ccccc1	0.6	-0.3	99.0	-13.1	1.5	-11.5	-5.7	12.9	2.1	0.5
29	CCOC(=O)c1ccc2c(c1)nc(SCC(=O)N1CCOCC1)n2CC	-2.8	1.9	105.0	1.8	3.9	-1.5	0.7	-8.4	-3.0	-0.3
30	O=C(Nc1ccncc1)c1c(F)c(F)c(F)c(F)c1F	0.6	-1.8	95.0	-3.2	20.9	0.4	1.5	13.3	3.8	0.8
31	Cc1cc(C)c(S(=O)(=O)c2ccccc2)c(OC(=O)c2c(Cl)cccc2Cl)n1	-1.9	3.1	97.0	-5.0	-1.2	-8.4	-7.1	-12.6	-0.2	-6.1
32	CCOc1ccc2nc(SCC(=O)c3ccc(O)cc3O)sc2c1	8.5*	-3.1	99.0	4.5	-6.1	-13.4	-15.5	-23.6	-5.6	-1.8
33	O=S1(=O)CCOC[C@H](CC2CCCCC2)N1Cc1cccc(Cl)c1	4.3	-7.7	97.0	0.9	4.2	-3.0	-10.4	0.8	-2.7	1.4
34	Cc1cc(C)c(C#N)c(Oc2ccc(F)cc2)n1	-0.2	-1.6	102.0	5.0	-2.6	-1.1	0.1	-11.8	7.7	-1.9
35	O=C(NC1CCCC1)C(c1ccccn1)N(C(=O)c1csnn1)c1ccc(F)cc1 (centres undefined)	-1.6	0.7	102.0	0.8	6.8	-4.8	4.0	12.2	-4.4	7.1
36	CC1CCc2c(sc3nc(CN4CCOCC4)nc(NS(=O)(=O)c4cccc([N+](=O)[O-])c4)c23)C1 (centres undefined)	-1.8	1.7	96.0	6.9	4.0	1.6	-19.6	5.7	-5.9	5.3
37	COC(=O)c1ccc(Sc2ccccn2)c([N+](=O)[O-])c1	-0.6	-2.2	99.0	-6.9	10.8	-12.8	7.8	6.3	2.8	-4.1
38	COCCn1c(SCC(=O)NCc2ccco2)nnc1C(C)C	-0.7	1.3	103.0	-0.4	0.3	-3.2	0.2	6.1	-1.1	-3.8
39	O=[N+]([O-])c1ccc(S(=O)(=O)N(CC(O)CN2CCCCC2)c2ccccc2)cc1 (centres undefined)	0.5	2.7	94.0	-2.2	-3.9	-4.2	-1.3	20.8	-2.6	-11.5
40	CCc1nc(C)cn1S(=O)(=O)c1cc(C)c(OC)cc1C	-1.0	0.8	97.0	4.5	7.6	-2.3	-10.1	-11.0	6.5	-4.1
41	Cc1cc2ncn(CCCCOc3ccccc3)c2cc1C	1.9	-1.4	97.0	-3.9	1.9	4.2	-17.2	-5.5	5.1	-3.2
42	Cc1onc(C(=O)N2CCOCC2)c1[N+](=O)[O-]	-1.1	-0.9	127.0	2.7	4.5	-0.3	6.2	14.4	-1.8	-1.3
43	CCOc1ccc(OCCC(=O)NNC(=O)c2ccccc2Cl)cc1	-1.6	-1.3	97.0	-19.5	6.3	-3.2	-3.8	-5.7	-10.8	10.1
44	O=C(CN1C(=O)C2CC=CCC2C1=O)Nc1ccc(OC(F)(F)F)cc1 (centres undefined)	0.0	-0.5	97.0	3.7	5.8	-3.0	-3.2	-13.2	0.9	1.4
45	CC(OC(=O)c1cccs1)C(=O)NCC1CCCO1 (centres undefined)	-1.9	4.3	99.0	-3.0	3.0	-19.7	0.9	-11.5	1.2	0.0
46	CCOP(=O)(OCC)C(NC(=O)C(F)(F)F)c1ccccc1 (centres undefined)	-0.4	2.4	93.0	8.7	0.7	-12.8	6.8	-21.0	5.9	5.0
47	Cc1ccc(C)c(N=C2CCCN2Cc2ccccc2)c1C#N	-0.2	-4.4	82.0	2.9	-0.7	-12.8	-5.0	3.0	0.9	-2.1
48	CCN(CC(=O)Nc1ccc(NC(C)=O)cc1)C(=O)c1cccc(-n2cccc2)c1	-3.5	1.0	97.0	3.2	-0.4	-5.6	10.3	nt	0.6	7.7
49	CC1(C)CC(=O)C(C=Nc2cccnc2)=C(O)C1	0.0	1.6	97.0	0.3	-1.2	-9.0	7.3	-11.6	8.8	5.7
50	CCOc1ccc(Oc2ccccc2NC(=O)CCc2nc3ccccc3c(=O)[nH]2)cc1	-1.2	-0.7	89.0	3.6	13.9	1.8	5.0	-3.8	-4.0	-3.3

# Continuation:
item	molecule	MC4R barr agon	Glyco luc inh	ABCB6 inh 2	TLR9-MyD88 inh	MC4R antag cAMP	NOD2 RIPK2 PPI	Cardio protect	SRC2 inh	ABHD5 PLIN5 PPI	m5-HT2A agonist
51	COC(=O)c1sc(N)c(C(=O)OC)c1Cn1ncc(Cl)c(Cl)c1=O	0.2	2.4	99.0	-1.4	0.7	0.3	18.7	-9.2	14.9	-0.4
52	O=c1nc(N/N=C/c2c[nH]c3ccccc23)cn[nH]1	-0.2	-5.2	90.0	-3.5	-16.9	8.1	-6.4	-34.3	2.8	-4.7
53	O=C(N1CCCCC1)N1CCN(C(=O)N2CCCCC2)CC1	-1.0	3.0	103.0	1.9	0.1	9.2	6.4	-20.2	0.3	-0.2
54	CC(=O)Nc1ccc(C(=O)Nc2cc(C)on2)cc1	0.6	0.0	102.0	3.7	8.4	-2.5	-3.6	-18.4	-15.2	0.9
55	COc1ccc(C(=O)O)cc1Nc1cc(C)nc2ncnn12	-0.3	3.4	94.0	5.5	-0.6	10.6	4.2	10.4	-2.0	-6.3
56	Cc1n[nH]c(C)c1S(=O)(=O)N1CCN(S(=O)(=O)c2ccccc2C#N)CC1	-1.3	0.3	104.0	-8.7	4.1	-6.7	9.7	15.2	10.8	-1.6
57	CN(Cc1ccccc1)C(=O)CN(c1ccc(F)cc1)S(=O)(=O)c1ccc2c(c1)OCCO2	-1.7	-1.2	98.0	4.0	-2.8	4.7	1.2	-16.6	-6.0	-1.8
